Screens from PubChem.
ERAP1 inh: inhibitors of human ERAP1 aminopeptidase. 340,000 tested, 0.15% active. Q9NZ08. recombinant ERAP1, Leu-AMC fluorescence, 60 min. inhibition, % at 10.7 µM. AID 652197;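 active = mean replicate inhibition of at least 30%, or all replicates individually reaching that 30% level; inactive = mean below 30% and not every replicate reaching it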;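 note: 0% = neutral control wells and 100% = L-leucinethiol positive control wells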
esBAF inh: inhibitors of esBAF chromatin remodeling in mouse ES cells | Bmi1-luciferase knock-in reporter, 24 h; 100% = twice the neutral-well signal | reporter increase, % at 12.5 µM | 350,000 tested, 2% active; in the data active = activation above about 40%;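 note: 0% = median of the plate's neutral control wells and 100% = double that signal; a rise in the Bmi1 reporter signal indicates esBAF inhibition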
CFTR F508del cor: correctors of CFTR F508del function in bronchial epithelial cells. activity (quench increase), % at 7.58 µM. AID 720511. CFBE cells, YFP halide quenching; stimulated with forskolin plus potentiator P3; % fluorescence drop versus neutral controls. 350,000 tested, 0.36% active;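 active = mean added fluorescence quench of at least 8% versus neutral control, with both replicates also reaching 8%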;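 note: cells transiently co-express mutant CFTR-F508del with the halide-sensitive YFP; corrector assay measuring rescue of mutant channel to the surface after 24 h compound exposure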
ARNT TACC3 PPI: disruptors of human ARNT/TACC3 interaction. 390,000 tested, 0.66% active. inhibition, % at 9.99 µM. Q9Y6A5. AlphaScreen His-ARNT PAS-B/GST-TACC3 binding, luminescence; TACC3 fragment carries E629A point mutation. AID 623870;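 active = mean inhibition of replicates at least 50% and at least half of replicates each reaching 50%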;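 note: 0% = complete ARNT plus TACC3 wells and 100% = ARNT alone without TACC3; many hits fall short of the cut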
RAD54 inh: inhibitors of human RAD54 branch migration; Q92698; AID 602329; 360,000 tested, 0.14% active; RAD54 Holliday junction branch migration, FAM/BHQ fluorescence; inhibition, % at 10.4 µM;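 active = mean normalized replicate activity at least 40 and at least half of replicates scoring 40 or more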;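 note: 0% = median of neutral control wells and 100% = median of positive control wells; inhibitors cause a drop in the FAM fluorescence signal; in these data hits start at about 50%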
Target sequence (Q92698 whole entry, looked up): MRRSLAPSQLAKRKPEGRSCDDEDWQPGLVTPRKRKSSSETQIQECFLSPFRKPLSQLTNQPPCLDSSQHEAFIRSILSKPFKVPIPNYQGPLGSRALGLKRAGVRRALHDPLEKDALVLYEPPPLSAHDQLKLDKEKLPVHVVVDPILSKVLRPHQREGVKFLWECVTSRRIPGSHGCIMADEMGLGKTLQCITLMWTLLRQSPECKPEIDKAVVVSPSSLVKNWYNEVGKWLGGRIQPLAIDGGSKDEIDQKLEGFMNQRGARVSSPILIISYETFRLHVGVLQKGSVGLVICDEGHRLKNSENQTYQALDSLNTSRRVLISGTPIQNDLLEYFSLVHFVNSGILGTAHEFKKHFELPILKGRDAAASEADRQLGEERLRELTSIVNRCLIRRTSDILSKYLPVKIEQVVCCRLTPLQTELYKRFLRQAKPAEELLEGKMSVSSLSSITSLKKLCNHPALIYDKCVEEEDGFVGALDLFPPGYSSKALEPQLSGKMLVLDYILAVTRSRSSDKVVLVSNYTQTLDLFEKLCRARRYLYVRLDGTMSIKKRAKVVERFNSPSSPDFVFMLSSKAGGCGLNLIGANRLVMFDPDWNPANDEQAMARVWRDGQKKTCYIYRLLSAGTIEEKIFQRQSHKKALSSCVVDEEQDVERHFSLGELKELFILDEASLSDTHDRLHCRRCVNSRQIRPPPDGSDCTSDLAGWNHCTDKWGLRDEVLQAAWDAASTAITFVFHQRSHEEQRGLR
RAD52 anneal inh: blocks human RAD52 DNA annealing. 360,000 tested, 0.46% active. AID 651710. inhibition, % at 18.7 µM. P43351. recombinant RAD52 DNA annealing, FRET fluorescence;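 active = every replicate showing at least 50% inhibition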
XiGFP reactiv: reactivates the inactive X chromosome in mouse fibroblasts | XiGFP mouse fibroblasts, % GFP-positive cells imaging, 3 d; cells co-treated with 5-aza-dC sensitizer; scaled so ellipticine positive control = 100% | activation, % at 7.58 µM | 360,000 tested, 0.055% active;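 active = mean normalized replicate activation at least 10% and every replicate at or above 10%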;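 note: 0% = median of on-plate neutral control wells and 100% = ellipticine 6 µM median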
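Schedule: 3 d treatment, 15 min room-temperature fixation; system: 68-5-11 XiGFP fibroblast line; buffer or medium: DMEM plus 5-aza-dC sensitizer; control set: ellipticine 6 µM positive control; compound: one concentration, pinned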
INS-1E GSIS act: GLuc luminescence reporter in INS-1E cells, primary screen for activators of glucose-dependent secretion of insulin. activation, % at 16.6 µM. AID 743287. 370,000 tested, 0.61% active. INS-1E GLuc reporter insulin secretion, 2-3 h;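 active = lowest replicate activation of at least 40%, so every replicate reaches that level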;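 note: 0% = median of neutral control wells and 100% = median of IBMX positive control wells; some compounds called inactive have numbers as strong as hits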
An asterisk follows results filed as active; / = not tested or not shown. Not a hit list; 3.3% or so of the library scored in one or more.

SMILES	ERAP1 inh	esBAF inh	CFTR F508del cor	ARNT TACC3 PPI	RAD54 inh	RAD52 anneal inh	XiGFP reactiv	INS-1E GSIS act
N#Cc1sc2nc3c(c(-c4cccnc4)c2c1N)CCC3	0	7	/	1	-2	-17	/	46*
Cc1ccc(S(=O)(=O)/N=C(/Nc2ccc([N+](=O)[O-])cc2[N+](=O)[O-])c2ccccc2)cc1	4	/	1.7	8	/	-9	0.2	/
O=C(NCCCN1CCc2ccccc2C1)C1CCN(c2nnc(-n3cccc3)s2)CC1	-2	1	7.7	0	3	-15	0.1	-9
COc1ccc(CCNC(=O)c2nnc(Cc3ccc(Cl)cc3)o2)cc1OC	-2	1	0.3	-11	3	-7	0.2	-10
O=C(C1CCOCC1)N1C[C@@H]2[C@H](c3ccccc31)[C@H](CO)N2C(=O)Cc1ccccc1	1	-5	-0.6	-6	-2	3	0.2	-2
O=c1[nH]c2cc(Cl)ccc2c(O)c1-c1cccc(Oc2ccccc2)c1	-3	-1	-2.1	-1	8	-11	-0.1	/
CCN(CC)S(=O)(=O)c1ccc(C)c(NC(=O)/C=C/c2cccs2)c1	-2	/	/	0	9	-17	0.2	/
O=C(c1cccc(F)c1)N1CC2(C1)[C@@H](c1ccccc1)[C@@H](CO)N2C(=O)C1CCC1	-4	/	-0.9	/	/	-3	0.0	0
O=C(O)CCNC(=O)/C(=C/c1ccco1)NC(=O)c1ccco1	4	-11	-1.5	-3	-2	-68	0.2	0
O=S(=O)(c1ccccc1)N(CC1CO1)c1cccc2ccccc12 (stereo unspecified)	0	/	0.6	/	/	-57	0.1	22
Cc1ccc(C)c(N(CC(=O)NCCc2ccccc2)C(=O)CCC(=O)Nc2ccccn2)c1	-3	-1	3.0	-5	8	-7	0.4	-11
Cc1ccc(OCC(=O)Nc2nnc(S(=O)(=O)N3CCCCCC3)s2)cc1	2	-10	5.0	-1	1	-13	0.5	-11
CN(C)C(=O)CSc1nc(-c2ccccc2)c(-c2ccccc2)o1	-4	-43	-0.8	1	0	-12	0.0	-3
Cc1nn(C(C)C(=O)NCc2ccco2)c(C)c1[N+](=O)[O-] (stereo unspecified)	-1	-5	2.3	0	/	-3	0.1	10
COc1ccc(-c2nnc(SCC(=O)c3ccc(O)cc3O)o2)cc1	1	30	-1.2	4	3	-18	0.0	0

5 compounds from above, limited to RAD52 anneal inh, CFTR F508del cor and XiGFP reactiv.
Compound,RAD52 anneal inh,CFTR F508del cor,XiGFP reactiv
O=c1[nH]c2cc(Cl)ccc2c(O)c1-c1cccc(Oc2ccccc2)c1,-11,-2.1,-0.1
CCN(CC)S(=O)(=O)c1ccc(C)c(NC(=O)/C=C/c2cccs2)c1,-17,/,0.2
CN(C)C(=O)CSc1nc(-c2ccccc2)c(-c2ccccc2)o1,-12,-0.8,0.0
Cc1ccc(S(=O)(=O)/N=C(/Nc2ccc([N+](=O)[O-])cc2[N+](=O)[O-])c2ccccc2)cc1,-9,1.7,0.2
Cc1ccc(C)c(N(CC(=O)NCCc2ccccc2)C(=O)CCC(=O)Nc2ccccn2)c1,-7,3.0,0.4

(cont.)
SMILES	ERAP1 inh	esBAF inh	CFTR F508del cor	ARNT TACC3 PPI	RAD54 inh	RAD52 anneal inh	XiGFP reactiv	INS-1E GSIS act
CO/N=C/c1cccn1-c1nccc(N(C)C)c1C#N	2	/	1.0	/	/	-9	0.1	5
COc1ccc(-c2csc(C(C)(O)c3ccc(F)c(F)c3)n2)cc1 (stereo unspecified)	5	-6	0.6	/	9	1	-0.1	15
C[C@H](CO)N1C[C@H](C)[C@@H](CN(C)Cc2ccc(F)cc2)Oc2cc(C#CCN(C)C)ccc2S1(=O)=O	-1	2	-3.1	16	-8	7	-0.6	0
C[C@@H]1CN([C@@H](C)CO)S(=O)(=O)c2ccc(C3=CCCCC3)cc2O[C@H]1CN(C)Cc1cccc(C(=O)O)c1	0	4	1.3	4	3	-7	0.0	-10
c1ccc(C2CC3CC(c4ccccc4)N2O3)cc1 (stereo unspecified)	2	-8	1.4	-8	0	-12	/	1
Cc1cc(NC(=O)C(C)SCC(=O)N(C)Cc2ccccc2F)no1 (stereo unspecified)	-1	-8	2.5	0	-5	-14	0.5	/
COc1cccc(N(CC(=O)Nc2cccc(N(C)S(C)(=O)=O)c2)S(C)(=O)=O)c1	0	-12	-0.4	-3	10	-15	/	2
COc1ccc(Cn2cc(CN3CC(N4CCN(CCO)CC4)CS3(=O)=O)nn2)cc1 (stereo unspecified)	16	/	-2.4	/	/	-5	0.0	3
CN(Cc1ccn[nH]1)C(=O)C1CCC(=O)N(Cc2cccc(C(F)(F)F)c2)C1 (stereo unspecified)	1	5	1.6	-32	-11	-3	0.1	15
C[C@@H]1CN([C@H](C)CO)C(=O)c2cc(NC(=O)Cc3ccccc3)ccc2O[C@@H](C)CCCCO[C@H]1CN(C)Cc1ccncc1	3	-1	0.7	8	-3	2	0.0	-7
N#C[C@@H]1[C@H](c2ccccc2/C=C/c2ccccc2)[C@H](CO)N1S(=O)(=O)c1ccccc1	2	/	2.4	/	/	-11	0.3	-21
CN1CCN(c2ccc(CNS(=O)(=O)c3ccsc3)cc2)CC1	3	/	-0.2	/	-7	-9	0.0	0
Cc1c(N(CC(=O)O)S(=O)(=O)c2ccccc2)c(=O)n(-c2ccccc2)n1C	-2	/	-1.4	-9	/	-4	0.0	12
CCn1cc(C(=O)OCC(=O)N2C(C)CCCC2C)c(=O)c2ccc(C)nc21 (stereo unspecified)	5	7	1.2	1	-2	-9	-0.1	10
O=C(Cc1ccc(NC(=O)C2CCCN(C(=O)C3CC3)C2)cc1)Nc1ccc(C(=O)N2CCOCC2)cc1 (stereo unspecified)	8	8	-0.8	-5	-17	-4	0.2	-4
C[C@H]1CN([C@@H](C)CO)C(=O)c2cc(-c3cccc(F)c3)cnc2O[C@H]1CN(C)Cc1ccccc1	1	10	2.6	-1	-9	3	-1.2	-18
COc1cccc(NC(=O)CN(C)C(=O)c2ccc(NS(=O)(=O)c3ccc(F)cc3)cc2)c1	-1	2	0.2	3	-8	-16	0.0	-11
O=C(Nn1c(C2CCCCC2)nc2ccccc2c1=O)c1ccc([N+](=O)[O-])cc1	3	/	1.8	30	/	-11	0.2	-23
CC1CCCC(C)N1/N=C/c1ccccc1C(=O)O (stereo unspecified)	-1	/	-3.1	-4	/	-15	0.2	1
CO[C@H]1CN(C)C(=O)c2ccc(NC(=O)Nc3c(C)noc3C)cc2OC[C@@H](C)N(C)C[C@@H]1C	0	-3	-4.4	-1	-6	2	0.1	6
COc1ccc(NC(=O)CN(C)C(=O)c2ccc(C)c(S(=O)(=O)N3CCCCC3)c2)cc1	-1	-7	4.4	-1	-4	-3	1.5	-7
CSc1ccc(CN(C)CC(=O)Nc2cccc(Br)c2)cc1	-5	-2	/	-3	-10	-4	4.0	/
O=C1COc2ccc(S(=O)(=O)NCc3ccc(Cl)cc3)cc2N1	0	6	-1.2	1	-5	-18	9.5	9
Cc1ccc(OCCNC(=O)C2CCCCC2)cc1	-2	/	-2.1	-3	/	-9	0.1	2
COc1ccc(S(=O)(=O)N2CCC(C(=O)NCCC(=O)Nc3cccc(OC)c3)CC2)cc1	0	-7	-4.7	-8	-10	-1	0.0	2
CNC(=O)C[C@H]1CC[C@H]2[C@@H](COC[C@@H](O)CN2C(=O)c2ccc3c(c2)OCO3)O1	-2	0	1.3	-7	-4	4	1.2	22
CC1CCN(CCC(=O)N/N=C/c2ccc([N+](=O)[O-])cc2)CC1	-2	2	-0.4	3	2	-7	-0.1	-12
CCCC(=O)Nc1ccc2c(c1)OC[C@@H](C)N(C(=O)CC1CC1)C[C@H](C)[C@@H](OC)CN(C)C2=O	-2	4	2.3	-5	-7	-9	0.0	12
Cc1ccccc1C(=O)Nc1c(C(=O)N2CCN(C)CC2)cnn1-c1ccccc1	-4	2	-0.8	7	-1	-2	0.2	/
CC1(C(=O)NS(=O)(=O)c2ccc(Br)cc2)CCN1C(=O)CCc1ccccc1 (stereo unspecified)	-2	-2	-1.2	/	-5	-21	0.4	-9
O=C1c2cc(S(=O)(=O)NCCO)ccc2-c2ccc(S(=O)(=O)NCCO)cc21	-4	1	-1.4	-1	/	-6	0.0	11
COc1ccc(CSc2nnc(C)s2)cc1F	-3	28	0.9	-4	-7	-6	-0.2	26
CCC(=O)Nc1cccc(NC(=O)c2ccc(C)cc2Cl)c1	9	/	-0.9	5	/	-8	-0.2	15
COC(=O)COc1ccc(S(=O)(=O)Nc2ccc(C(N)=O)cc2)cc1	0	-1	/	-3	6	-8	/	19
Cc1csc(NC(=O)CSc2nnc(-c3ccncc3)n2C)n1	/	-1	/	-3	-9	/	/	1
S=c1sc2ccccc2n1CCc1ccncc1	3	-7	0.5	3	-5	-45	0.0	29
CCOC(=O)c1c(C)nsc1NC(=O)c1ccco1	2	-5	-0.3	-6	-5	-25	0.1	0
Cc1c(CCO)c(=O)[nH]n1S(=O)(=O)c1ccc([N+](=O)[O-])cc1	-3	-7	1.1	3	1	-4	-0.1	5
O=C(O)C(C/C(=N/O)c1ccc(Br)cc1)P(=O)(c1ccccc1)c1ccccc1 (stereo unspecified)	4	/	1.5	4	-3	5	0.1	/
CO[C@H]1CN(C)C(=O)c2ccc(NC(=O)c3ccccc3F)cc2OC[C@@H](C)N(C)C[C@@H]1C	/	1	-2.3	-10	14	/	0.0	4
CC(=C/c1ccc(C(C)C)cc1)/C=N/NC(=O)Cn1nc(C)cc1C	-2	9	-2.8	1	/	-3	0.4	-6
COc1cccc2c1C1COC3C4CC(C(=O)O)C(C(C2)N13)N4C (stereo unspecified)	9	/	1.8	-9	/	-18	-0.1	15
O=CNCC(=O)NC1CCCCCC1	-5	-7	-0.9	-34	-10	1	/	6
CCCCCCCCN1C(=O)[C@H](CC(=O)NCCC(C)C)C[C@@]2(C(=O)OCC)CCCC=C12	-3	/	-4.5	/	/	-5	0.5	23
Cc1ccc(C(=O)COC(=O)CCN2C(=O)C3C4CCC(C4)C3C2=O)cc1[N+](=O)[O-] (stereo unspecified)	3	-2	-0.7	-4	-4	-6	0.3	-19
Cc1c(C(=O)N2CCCCC2)c(S(=O)(=O)NCCc2ccccc2)c(C)n1C	-4	-4	1.8	7	3	-3	0.0	2
COc1ccc(C2=Nn3c(nnc3-c3cc(C)[nH]n3)SC2)cc1	0	/	1.9	26	/	-1	0.2	14
Cn1cnc(S(=O)(=O)N2C[C@@H](O)COC[C@@H]3O[C@@H](CC(=O)NC4CCCC4)CC[C@H]32)c1	0	-6	-0.8	13	-1	4	0.1	2
CC1CCCCC1NC(=O)/C(C#N)=C/c1ccc(F)c(F)c1 (stereo unspecified)	0	/	2.1	-14	/	-8	0.1	4
COc1ccc(N(CC(=O)NC2CCCCCC2)S(=O)(=O)c2ccccc2)cc1Cl	-1	3	-1.8	1	-15	-8	0.0	-6
CCSc1nc2ccccc2n1CC(=O)N1CCCCC1	/	-4	/	0	1	/	/	31
CN(C)CCCNC(=O)C[C@@H]1CC[C@@H]2[C@H](COC[C@@H](O)CN2S(=O)(=O)c2ccc(Cl)cc2)O1	/	-2	2.6	3	6	/	0.2	2
O=C(N[C@@H]1CCC(=O)N(CC[C@H](Sc2ccccc2)c2ccccc2)CC1)OCc1ccccc1	1	-3	-0.3	-13	4	17	0.1	-21
COc1ccc(-c2nc3c(-c4ccc(F)cc4)cnn3cc2C)cc1F	1	-1	-0.7	2	10	5	0.0	5
O=C(C[C@@H]1CC[C@@H]2[C@H](COC[C@H](O)CN2C(=O)C2CCCC2)O1)NCc1ccncc1	-3	-6	2.1	/	2	28	0.3	-1
